# FLuc inhib CS – Photinus pyralis luciferase inhibition counter-screen; P08659; ATPLite firefly luciferase biochemical luminescence, 10 min; inhibition, % at 10 µM; hit rate 1.5% among 200,000; AID 1006;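 active means inhibition above about 50% when tested at 10 µM, limit read from the data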
# Target sequence (P08659 whole entry, looked up): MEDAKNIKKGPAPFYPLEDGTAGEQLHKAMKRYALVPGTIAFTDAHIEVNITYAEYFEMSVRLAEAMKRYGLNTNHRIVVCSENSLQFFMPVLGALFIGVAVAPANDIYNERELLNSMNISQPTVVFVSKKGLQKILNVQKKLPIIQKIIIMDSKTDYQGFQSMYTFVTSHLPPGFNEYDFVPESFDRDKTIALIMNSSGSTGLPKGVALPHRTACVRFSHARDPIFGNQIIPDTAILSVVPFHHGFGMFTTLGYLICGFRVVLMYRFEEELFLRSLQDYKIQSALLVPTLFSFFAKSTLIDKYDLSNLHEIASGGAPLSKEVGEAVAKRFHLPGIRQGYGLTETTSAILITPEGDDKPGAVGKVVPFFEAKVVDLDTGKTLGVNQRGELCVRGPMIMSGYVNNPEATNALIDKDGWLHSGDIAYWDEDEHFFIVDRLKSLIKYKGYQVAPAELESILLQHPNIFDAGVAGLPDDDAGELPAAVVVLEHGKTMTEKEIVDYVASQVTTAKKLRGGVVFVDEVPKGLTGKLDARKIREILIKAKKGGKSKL
# STAT1 activator – activators of IFN-gamma induced STAT1 signaling; NIH 3T3 STAT1-luciferase reporter, luminescence; 100% = IFN-gamma alone, no compound; activation (% of control), % at 5.5 µM; hit rate 2.6% among 200,000;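 active means activation above the screen-wide mean activation plus 3 SD, cut at about 130% in these data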;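 further: raw ratio to IFN-gamma control signal so 100% means no change and 0% no light; values of inactives mirror those of a sister screen read the other way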
# FLuc act counter – affects firefly luciferase, flagging false hits in luciferase stimulation screens; ATPlite luciferase biochemical, luminescence, 10 min; 0 = ATP-free wells, 1 = DMSO control; activation factor at 10 µM; 200,000 tested, under 10 active;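 active means luciferase activation factor, scaled between plate controls, of at least 2 with compound at 10 µM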
#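 Material: Luciferase/luciferin reagent mix | Doses: Test compounds dosed from 2 mM stocks in 100% DMSO | Timing: 10 min incubation after luciferase reagent addition, room temperature | Measured by: Luminescence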
# APP 5'UTR act – APP 5'UTR luciferase reporter activation; activation, % at 2 µM; SH-SY5Y APP 5'UTR luciferase reporter, luminescence; zero percent = DMSO vehicle wells; hit rate 1% among 190,000;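 active means activation above a set limit, based on mean plus 3 SD of controls, cut at about 140% in these data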; further: values of inactives mirror those of a sister screen read the other way
# Efa HMGR inh – inhibitors of class II HMG-CoA reductase from Enterococcus faecalis | purified E. faecalis HMGR, NADPH absorbance 340 nm kinetic | inhibition, % at 10 µM | hit rate 0.41% among 190,000 | AID 1066;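 active means inhibition above a set limit, the median over all tested compounds plus 3 SD, cut at about 9.5% in these data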;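 further: enzyme runs in reverse so mevalonate oxidation gives rising NADPH absorbance; 0% = complete reaction with DMSO and 100% = background rate lacking mevalonate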
# Redox H2O2 prof – compounds producing H2O2 with reducing agent – biochemical, NIH compound library profiling, artefact control for MLSCN library redox annotation, primary screen; DTT-dependent redox cycling H2O2, phenol red/HRP absorbance; 100% = 100 µM peroxide control, 0% = buffer; activation, % at 10 µM; hit rate 0.03% among 200,000; AID 878;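 active means activation of at least 50% relative to the plate's high and low controls in the primary single-dose screen; inactive means activation below 50%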;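 further: compound incubated with DTT at 0.8 mM final as the reducing agent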
# Hsp70 act – transcriptional activators of Hsp70; HeLa Hsp70 promoter luciferase reporter, luminescence; scaled: vehicle 0, proteasome-inhibitor control 100%; hit rate 0.04% among 200,000; activation, % at 10 µM;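 active means activation above the mean across all tested compounds plus 3 SD, cutoff set per campaign, cut at about 5.5% in these data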;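 further: 100% = MG132 at 30 µM as the positive control and 0% = DMSO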
# G6PDH CS – inhibits Leuconostoc G6PDH, flagging false hits in G6PDH-based assays; Purified L. mesenteroides G6PDH, diaphorase/resazurin coupled fluorescence, 45 min; AID 1020; inhibition, % at 5 µM; hit rate 0.12% among 200,000; in the data active means inhibition above about 50%
# NF-kB expr up – raises NF-kB expression in human neuronal cells | hit rate 1.6% among 190,000 | fold change at 12.5 µM | NF-kB reporter expression; active compounds read high | AID 1239; in the data active means fold change above about 3.3
# APP transl inh – APP translation inhibition; AID 1285; inhibition, % at 2 µM; hit rate 0.82% among 190,000; SH-SY5Y APP 5'UTR-luciferase reporter, luminescence;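 active means inhibition above a set limit, derived from the sample mean plus 3 SD, cut at about 45% in these data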; further: values of inactives mirror those of a sister screen read the other way
# * = called active by the depositor; / = no result given.
SMILES,FLuc inhib CS,STAT1 activator,FLuc act counter,APP 5'UTR act,Efa HMGR inh,Redox H2O2 prof,Hsp70 act,G6PDH CS,NF-kB expr up,APP transl inh
C=CCOc1c(Cl)cc(CNc2ccc(N(C)C)cc2)cc1OC,0,137*,1,67,1,0.1,-0.1,7,0.7,-67
COc1ccc(C2=NN(CC(=O)NCc3ccco3)C(=O)CC2)cc1,1,93,1,-3,-5,-0.2,-0.2,20,1.1,3
CC(=O)c1c(N2CCN(c3ccccc3)CC2)nc(=S)n(-c2ccccc2)c1C,-4,97,1,-3,-3,2.8,-0.2,-4,0.39,3
COc1cccc(OCc2cc(C3Nc4ccccc4C(=O)N3Cc3ccco3)ccc2OC)c1 (centres undefined),-7,88,1.1,2,-5,1.7,-0.5,2,1.1,-2
COc1ccc(OCCn2c(=N)n(CCO)c3ccccc32)cc1,-1,97,1,5,1,1.1,-0.3,13,1.1,-5
COc1ccc(CCNC(=O)Cn2c(=O)oc3ccccc32)cc1OC,-9,105,1.1,-11,-2,2.1,-0.5,4,1.2,11
CC(=O)Nc1ccc2c(c1)CCCN2C(=O)c1ccccc1,-8,102,1.1,16,-7,2.1,-0.3,3,1.1,-16
COC(=O)[C@H](C)NC(=O)Nc1ccc(S(N)(=O)=O)cc1,-4,102,1,1,-4,0.1,-0.3,0,1.1,-2
O=C(CCc1ccccc1)NNC(=O)c1ccccn1,-4,103,1,-15,-1,-1.0,-0.3,6,1,15
Cc1ccc(N2CC(C(=O)Nc3ccccc3C(=O)NC3CCCCC3)CC2=O)cc1 (centres undefined),-3,97,1,-1,-3,-3.1,-0.2,-4,1.2,0
CCc1ccccc1NC(=O)Nc1cc(F)ccc1F,2,100,1,-10,0,0.3,0.0,11,0.92,10
CSCc1nc2sc(C(=O)Nc3nc(C)cs3)c(C)c2c(=O)[nH]1,7,123,0.9,12,-1,0.4,-0.1,0,1.6,-12
CC1CCN(CCCn2c(=S)[nH]c3ccc(N4CCOCC4)cc3c2=O)CC1,-8,95,1.1,-8,-7,-5.4,-0.4,10,1,8
Cc1ccc2nc(/C(C#N)=C\c3ccc(Oc4ccc([N+](=O)[O-])cn4)cc3)[nH]c2c1,-1,126,1,12,-4,0.4,0.3,-3,1.3,-12
O=C(NS(=O)(=O)Oc1ccc(Cl)cc1)OC[C@@H]1CCCN2CCCC[C@H]12,-2,97,1,-10,1,-0.3,-0.2,8,0.93,10
COC(=O)c1cc2sccc2n1CC(=O)N(C)c1ccccc1,-4,105,1,5,-13,0.8,1.7,11,1.2,-5
CN1c2ccccc2C(O)=C(C(=S)Nc2ccc(F)c(Cl)c2)S1(=O)=O,15,95,0.8,8,4,1.1,-0.4,-18,0.94,-8
N/C(=N\OC(=O)COc1ccc(Cl)cc1Cl)c1ccccn1,50,76,0.5,78,-1,-0.7,-0.1,3,5.2*,-78
COc1ccc(CC(=O)N/N=C(\C)c2ccccn2)cc1,-5,98,1,-23,0,-0.3,0.3,17,2.3,23
O=c1c2ccccc2nc(SCc2nnc(-c3ccccc3)o2)n1-c1ccc(F)cc1F,-4,102,1,12,0,2.3,-0.3,-8,0.99,-12
Cc1ccc(C)c(C(=O)CN2C3=NCCCN3c3ccccc32)c1,-1,88,1,17,0,2.0,-0.2,6,1.3,-17
CC1(C)CC(=O)c2cc(OCC(=O)NCC3CCCO3)ccc2O1 (centres undefined),-4,105,1,7,1,0.1,-0.2,3,1.2,-7
CC(NC(=O)c1ccccc1NS(C)(=O)=O)c1ccccc1 (centres undefined),-2,108,1,-2,-6,2.4,0.0,-10,1.1,2
Cc1cc(Cl)ccc1OCC(=O)NCc1ccncc1,7,109,0.9,28,-3,1.8,-0.1,1,1.4,-28
Cc1cc(C)c(C(=O)C2OC(=O)C(C)(C)C(=O)C2(C)C)c(C)c1 (centres undefined),-7,100,1.1,/,1,0.9,-0.3,-1,1.1,/

# Overlap with the part before: 5 compounds, then new ones.
SMILES,FLuc inhib CS,STAT1 activator,FLuc act counter,APP 5'UTR act,Efa HMGR inh,Redox H2O2 prof,Hsp70 act,G6PDH CS,NF-kB expr up,APP transl inh
Cc1ccc(C)c(C(=O)CN2C3=NCCCN3c3ccccc32)c1,-1,88,1,17,0,2.0,-0.2,6,1.3,-17
CC1(C)CC(=O)c2cc(OCC(=O)NCC3CCCO3)ccc2O1 (centres undefined),-4,105,1,7,1,0.1,-0.2,3,1.2,-7
CC(NC(=O)c1ccccc1NS(C)(=O)=O)c1ccccc1 (centres undefined),-2,108,1,-2,-6,2.4,0.0,-10,1.1,2
Cc1cc(Cl)ccc1OCC(=O)NCc1ccncc1,7,109,0.9,28,-3,1.8,-0.1,1,1.4,-28
Cc1cc(C)c(C(=O)C2OC(=O)C(C)(C)C(=O)C2(C)C)c(C)c1 (centres undefined),-7,100,1.1,/,1,0.9,-0.3,-1,1.1,/
CCOC(=O)C1=C(N)OC2=C(C(=O)CC(C)(C)C2)C1c1ccccc1OCC#N (centres undefined),-1,99,1,3,-5,-0.8,-0.4,4,1,-3
COc1ccc2c(c1OC)C(=O)OC2Nc1nc(-c2ccccc2)cs1 (centres undefined),-8,104,1.1,-30,-1,-1.5,-0.3,-25,1.7,30
C/C(=N/NC(=O)c1ccoc1C)c1cccc(NC(=O)C(F)(F)F)c1,1,156*,1,52,-1,0.3,0.3,5,1.6,-52
COc1ccc(CN2C(=S)NC(C)(C)CC2(C)O)cc1 (centres undefined),-6,107,1.1,-9,-1,-0.3,-0.4,4,0.84,9
CN1C(=S)N(c2cccnc2)C(=O)/C1=C\c1ccc(N(C)C)cc1,4,108,1,29,0,0.1,0.0,-2,1.5,-29
O=c1nc2scc(-c3ccccc3)n2c2ccccc12,-2,110,1,7,0,1.7,-0.1,0,1,-7
O=C1c2ccccc2C(Nc2ccc(S(=O)(=O)N3CCCCC3)cc2)N1c1ccccn1 (centres undefined),-6,103,1.1,-18,/,-0.1,0.1,3,/,18
COC(=O)c1ccc(CN2CCCC(CCC(=O)NCc3ccc(C)o3)C2)cc1 (centres undefined),-4,91,1,6,2,0.0,-0.2,7,1,-6
C=CCNc1ccc(C(=O)O)cc1,-2,106,1,/,2,-0.1,-0.1,12,0.93,/
O=C(Nc1ccccc1F)C1(c2ccccc2)CC1(Cl)Cl (centres undefined),-3,99,1,-8,-2,-0.1,-0.4,8,1.3,8
COc1cccc(C(=O)COc2cccc(NC(=O)c3ccco3)c2)c1,4,105,1,15,-2,-1.2,0.1,4,0.91,-15
CCOc1ccc(C(=O)COC(C)=O)cc1,27,90,0.7,14,-2,-0.3,-0.2,5,1.2,-14
COC(=O)c1ccc(CSc2nc(C)nc3c2c(=O)n(C)c(=O)n3C)o1,-2,/,1,0,-11,-1.2,/,4,0.94,0
Cc1ccc(S(=O)(=O)n2nc(C)cc2N)cc1,-1,101,1,1,-4,0.2,0.3,12,1,-1
Cc1sc(NC(=O)CCC(=O)O)c(C(N)=O)c1-c1ccccc1,-2,93,1,-8,-4,-0.4,-0.2,4,1.3,8
COc1ccc(C(=O)NCc2cc(C)nc3ccccc23)cc1OC,-4,91,1,-15,-2,-0.4,-0.1,5,0.95,15
Cc1ccccc1CC1(CO)CCCN(Cc2c(C)nn(C)c2Cl)C1 (centres undefined),-1,100,1,-9,2,0.0,-0.2,19,1,9
COC(=O)Cc1cc(=O)n2[nH]c(C)nc2n1,-4,103,1,9,-5,-1.5,-0.3,-1,1,-9
COc1ccc(N(C(=O)c2ccco2)S(=O)(=O)c2cccs2)cc1,-4,87,1,7,-3,0.5,0.1,-1,0.99,-7
CN1CCN(C(=O)c2ccc3c(c2)NC(=O)C(N2CCOCC2)S3)CC1 (centres undefined),3,102,1,1,-2,-0.1,-0.2,12,1.4,-1
CCC(N)C12CC3CC(CC(O)(C3)C1)C2 (centres undefined),-9,96,1.1,14,1,0.6,-0.2,7,1.1,-14
CN(C)c1ccc(/C=N\NC(=O)CC#N)cc1,-1,110,1,1,-2,2.8,-0.2,1,1.4,-1
CCOC(=O)c1ccc2c(c1)sc(=NC(=O)c1ccco1)n2CCOC,-4,101,1,6,-6,1.6,0.0,-20,1,-6
COc1cc(C(=O)NCC(=O)OCn2nnc3ccccc3c2=O)cc(OC)c1OC,-4,91,1,2,-6,-2.6,0.8,2,1.2,-2
COC(=O)C1CCN(c2c([N+](=O)[O-])cc(C(F)(F)F)cc2[N+](=O)[O-])CC1,-3,90,1,12,2,-1.3,0.1,-9,0.97,-12
SMILES,FLuc inhib CS,STAT1 activator,FLuc act counter,APP 5'UTR act,Efa HMGR inh,Redox H2O2 prof,Hsp70 act,G6PDH CS,NF-kB expr up,APP transl inh
O=C1CCCC2=C1C(c1ccc(O)c(Br)c1)C1=C(CCCC1=O)N2c1ccccc1,-5,102,1,7,2,0.4,-0.2,-1,0.95,-7
CC(=O)N1CCc2ccc(S(=O)(=O)Nc3ccccc3Cl)cc21,0,84,1,1,1,-0.4,-0.1,7,0.92,-1
NC(=O)C1=C[C@@H](c2ccc(Br)cc2)C[C@@H](OCCCCO)O1,1,100,1,-5,-2,-0.9,0.1,24,1.1,6
c1ccc2[nH]c3cc4ncnc4cc3nc2c1,1,115,1,0,-2,0.0,-0.3,31,1.1,0
Cc1ccc(Nc2ncnc(N)n2)cc1,6,98,0.9,11,3,-0.6,-0.3,14,1.5,-11
CCCn1nc(NC(=O)c2cccs2)c2cc3ccccc3nc21,2,103,1,-8,-3,1.2,-0.1,6,0.52,8
CCCc1cc2c(-c3ccccc3)cc(=O)oc2cc1OCc1ccc(C(=O)O)o1,-2,100,1,11,-5,-0.5,0.1,2,1.3,-11
COc1ccccc1CNC(=O)C1(C)Oc2cccnc2NC1=O (centres undefined),-4,94,1,3,-3,-1.6,-0.3,2,1.1,-4
CC(C)CNC(=O)COc1ccc2c3c(c(=O)oc2c1)CCC3,-1,103,1,1,-4,1.9,-0.2,2,0.91,-2
CCn1c(CSc2nc3ccccc3[nH]2)n[nH]c1=S,-1,100,1,-9,-2,3.4,0.1,-8,1.1,8
COc1cc(CN2CCC(C(=O)N3CCN(c4ccccc4F)CC3)CC2)ccc1O,-7,94,1.1,-11,-3,0.0,-0.2,4,0.76,11
O=C(Nc1ccc(N2CCOCC2)cc1)c1cc2ccccc2o1,41,171*,0.6,91,-4,-2.3,-0.1,-1,2.5,-91
CCn1c(-c2cccnc2Cl)nc2cc(C)c(C)cc21,-4,96,1,12,-6,-1.8,-0.2,6,1.1,-12
CCOC(=O)c1c(N2C(=O)C3CC(C)=C(C)CC3C2=O)sc(C)c1C (centres undefined),-8,102,1.1,10,0,0.2,-0.1,0,1.2,-10
Cc1c(Cl)cccc1NC(=S)/C(=C(\[O-])c1ccc(Cl)s1)[n+]1ccccc1,5,96,0.9,13,5,-0.1,-0.7,1,1.2,-13
COc1ccc2c(c1O)-c1ccccc1CCN(C)C2,-11,110,1.1,-13,-7,-0.6,0.0,14,0.94,13
CCc1nnc(NC(=O)CSc2nnc(C3CCCCC3)n2-c2ccccc2)s1,-4,101,1,-5,-4,0.0,0.2,6,0.9,5
COc1ccc(NC(=O)NC23CC4(C)CC(C)(CC(C)(C4)C2)C3)cc1,-8,96,1.1,-9,-5,-0.6,-0.1,10,0.86,9
CC(/C=N/NC(=O)c1cc(-c2ccc(Cl)cc2)nc2ccccc12)=C\c1ccco1,-1,90,1,2,-3,0.0,2.8,6,2.1,-2
O=C(c1c[nH]c2ccc(F)cc2c1=O)N1CCCCCC1,-1,103,1,-7,-3,0.8,-0.2,6,1.4,7

# Assay outcomes deposited in PubChem by several laboratories.
